# INS-1E GSIS act: primary screen for activators of insulin secretion dependent on glucose, INS-1E cells, GLuc reporter luminescence; INS-1E GLuc reporter insulin secretion, 2-3 h; activation, % at 16.6 µM; 0.61% of 370,000 active;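 active = lowest replicate activation of at least 40%, so every replicate reaches that level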;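 note: 0% = median of neutral control wells and 100% = median of IBMX positive control wells; some compounds called inactive have numbers as strong as hits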
# FN deposit inh: fibronectin deposition inhibition | AH1F fibroblasts, Alexa488-fibronectin deposition fluorescence, overnight | inhibition, % at 12.6 µM | 0.086% of 350,000 active;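 active = mean inhibition across replicates of 30% or more, regardless of how many single replicates reach that level; inconclusive = mean under 30% yet at least half of replicates reach 30%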;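 note: positive control wells lacked labelled fibronectin entirely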
#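 Schedule: 1 h cell adhesion before compound, then overnight fibronectin incubation; test system: AH1F fibroblast monolayer depositing Alexa488-labelled fibronectin into matrix; quantity: 10000 AH1F cells per well; probe or stimulus: fluorescent fibronectin at 24 nM final; signal: fluorescence, ex 485 nm, em 525 nm; evaluation: percent inhibition as loss of matrix-bound fibronectin fluorescence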
# miR122 inh: inhibitors of miR-122 in Huh7 cells. Huh7 miR-122 Renilla luciferase sensor, 48 h; neutral wells = 0, positive control = 100. activation (reporter increase), % at 12.5 µM. 0.3% of 340,000 active. AID 602342;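 active = mean replicate activation score at least 90 and every replicate individually at or above 90; inconclusive = only one of the two criteria met; inactive = neither criterion met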;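 note: higher luciferase means less miR-122 activity so hits act as miR-122 inhibitors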
# CFTR F508del cor: CFTR F508del correction in bronchial cells; CFBE cells, YFP halide quenching; stimulated with forskolin plus potentiator P3; % fluorescence drop versus neutral controls; activity (quench increase), % at 7.58 µM; 0.36% of 350,000 active;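 active = mean added fluorescence quench of at least 8% versus neutral control, with both replicates also reaching 8%; inconclusive = only one of the mean or replicate conditions met; inactive = mean below 8% and not both replicates reaching 8%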;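 note: cells transiently co-express mutant CFTR-F508del with the halide-sensitive YFP; corrector assay measuring rescue of mutant channel to the surface after 24 h compound exposure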
# Cneo AK release: Cryptococcus neoformans lysis via adenylate kinase release; C. neoformans lysis, adenylate kinase release luminescence, 4 h; normalised: neutral wells 0, clomiphene wells 100; lysis activity, % at 15 µM; 0.2% of 360,000 active;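 active = mean lysis activity across replicates of at least 80%, whatever share of replicates individually reach that level; inactive = mean lysis activity below 80%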
#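 Material: C. neoformans cells | Amount: Yeast cell density of 5 × 10^6 cells/mL | Medium: Fresh YPD growth medium | Dosing: Single dose | Times: Static 4 h at 37 °C with compound, 1 h detection | Detection: AK luminescence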
# PglD DTNB: PglD (C. jejuni) enzyme inhibition; purified PglD enzyme, DTNB colorimetric CoA detection; inhibition, % at 12.5 µM; 0.098% of 360,000 active; AID 602405; in the data active = inhibition above about 16%, passing the limit was not always enough; inconclusive = no clear call, values can overlap the other calls; note: strong numbers were not always called active
# Statin myotox sup: protects C2C12 myotubes from simvastatin toxicity | rescue of ATP level, % at 7.49 µM | 0.78% of 330,000 active | AID 602340 | ATP luminescence, 48 h; scaled: DMSO 0, geranylgeraniol control 100;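 active = mean ATP rescue above about 67%, or every replicate alone reaching that limit, limit read from the data, passing the limit was not always enough; inconclusive = no clear call, values can overlap the other calls; inactive = mean under the limit and some replicate under it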;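 note: myotubes were challenged with 10 µM simvastatin during compound exposure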
# PGC1a acetyl inh: modulators of PGC1a acetylation | U2OS PGC1a acetylation, AlphaScreen anti-acetyl-lysine; with virally co-expressed GCN5 acetyltransferase | inhibition, % at 15.6 µM | 0.17% of 350,000 active;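 active = every replicate shows inhibition of at least 40%; inconclusive = mean inhibition at least 40% but some replicate below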;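 note: 0% = neutral control wells and 100% = positive control wells; some results beyond the cut were filed as inactive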
# * = called active by the depositor; ? = inconclusive; . = not tested or not shown; & = joins results of further samples; [ ] = dose if it differs, or a comment.
SMILES,INS-1E GSIS act,FN deposit inh,miR122 inh,CFTR F508del cor,Cneo AK release,PglD DTNB,Statin myotox sup,PGC1a acetyl inh
O=C(CCNS(=O)(=O)c1ccc(Br)cc1)NCc1ccc2c(c1)OCO2,0,-6,0,.,-3,0,152*,-22
O=C(Cc1ccc(F)cc1)OCN1C(=O)c2ccccc2C1=O,9,-2,-4,-1.7,2,0,2,-10
O=C(COc1ccccc1[N+](=O)[O-])NNC(=O)Nc1cccc2ccccc12,1,-2,4,-0.1,.,.,-4,-12
CC(C)c1ccc(N2C(=NC(=O)C3CCCO3)SC3CS(=O)(=O)CC32)cc1 (stereo not drawn),0,-6,0,3.7,2,1,9,6
COc1ccc(S(=O)(=O)N(C)CC(=O)NCc2ccco2)cc1OC,19,-1,-2,-0.3,4,-1,-1,.
CCOc1ccccc1NC(=O)COC(=O)C1CCC(=O)N1 (stereo not drawn),-13,0,1,-2.7,3,5,-5,9
COc1ccccc1NC(=O)Nc1ccnn1C1CCN(C(=O)c2cscn2)CC1,-10,5,1,1.5,-2,3,4,-8
CC(=O)O[C@]1(C(C)=O)CC[C@H]2[C@@H]3C[C@H](C)C4=CC(=O)CC[C@]4(C)[C@H]3CC[C@@]21C,.,-4&-8,-3&9,-0.2&4.6,-1&-2,6&-1,2&13,6&3
COc1ccc(CNC(=O)CC2C[C@H](C(=O)N3CCOCC3)[C@@]3(CCC4CCCC4)c4[nH]c5ccccc5c4CCN3C2=O)cc1OC (stereo partly drawn),-43,.,5,3.8,2,1,20,3
COc1cccc(CN2CCN(Cc3cccc4c3OCO4)CC2CCO)c1 (stereo not drawn),4,.,-6,1.4,4,5,-4,-14
O=C(NCc1ccc(Cl)nc1)c1csc(COCCO)n1,11,-4,-4,-2.1,0,0,-5,-14
CC1(C)CCC(=O)N2CC[C@H]3c4cc5ccccc5nc4C[C@@H]1[C@H]32,-4,3,-7,-3.8,0,2,99*,11
C[C@@H]1CN([C@H](C)CO)C(=O)c2cccc(NC(=O)c3ccncc3)c2O[C@@H]1CN(C)Cc1ccc(C(=O)O)cc1,-1,-7,2[16.7 µM],0.8&-2.2,12&1,1&2,-2&7,4&5
O=[N+]([O-])c1ccccc1N=NNc1ccccc1,-2,-4,.,0.6,0,-4,-10,6
Cc1ccc(NNC(=O)Nc2ccc(Cl)cc2)nn1,.,11,4,-0.4,0,8,.,-4
Cc1noc(C)c1S(=O)(=O)N(C)C[C@H]1OCCCC[C@H](C)Oc2ccc(NC(=O)CCC(F)(F)F)cc2C(=O)N([C@H](C)CO)C[C@@H]1C,-5,-7,0[16.7 µM],0.1,-1,0,-16,12
NS(=O)(=O)c1ccc(CCNC(=O)COC(=O)CCc2c[nH]c3ccccc23)cc1,11,1,-7,-1.8,-1,3,0,1
Cc1ccc(-c2cc(C(=O)N/N=C/c3ccco3)n[nH]2)s1,-4,2,-1,.,-6,-4,.,16
O=C(CNC(=O)Cc1ccc(Cl)cc1)NCc1ccco1,-4,1,.,-0.7,.,.,.,1
COc1ccc(C(=O)NCCc2c[nH]c3ccccc23)cc1,-4,-3,.,1.4,5,4,10,.
Cc1cc(NS(=O)(=O)c2ccc(NC(=O)/C=C/c3ccccc3Cl)cc2)no1,21,0,7,-0.3,-2,1,.,0
Cc1nc2nc(C)c(NS(=O)(=O)c3ccc4c(c3)CCCC4)c(=O)n2[nH]1,15,3,-2,1.2,0,-2,19,-6
Cc1ccc2nc(NC(=O)c3ccc4ncsc4c3)sc2c1,21,-3,2,5.9,1,-2,-8,-18
CC(C)c1ccc(C(=O)N2CCN(c3cnn(C)c(=O)c3Cl)CC2)cc1,-17,-5,.,3.0,.,.,.,0
CC(C)NC(=O)N(C)C[C@@H]1Oc2ccc(NS(C)(=O)=O)cc2C(=O)N([C@H](C)CO)C[C@@H]1C,10,3,-3[16.7 µM],-1.8,4,-1,-2,-2

# Some of these compounds in order of the PglD DTNB value, highest first:
SMILES | INS-1E GSIS act | miR122 inh | CFTR F508del cor | PglD DTNB | PGC1a acetyl inh
COc1cccc(CN2CCN(Cc3cccc4c3OCO4)CC2CCO)c1 (stereo not drawn) | 4 | -6 | 1.4 | 5 | -14
Cc1ccc2nc(NC(=O)c3ccc4ncsc4c3)sc2c1 | 21 | 2 | 5.9 | -2 | -18
O=[N+]([O-])c1ccccc1N=NNc1ccccc1 | -2 | . | 0.6 | -4 | 6

# (listing goes on)
SMILES,INS-1E GSIS act,FN deposit inh,miR122 inh,CFTR F508del cor,Cneo AK release,PglD DTNB,Statin myotox sup,PGC1a acetyl inh
CCN(CC)C(=O)Cn1cc(C(=O)C(=O)N2CCN(c3ccccc3)CC2)c2ccccc21,-18,3,.,-1.6,0,1,2,.
CC(C)=CCN1CCN(Cc2cccc3nccnc23)CC1CCO (stereo not drawn),-3,-2,1,0.3,-2,13,-2,6
Cc1sc2ncn(CCC(=O)O)c(=O)c2c1C,.,.,-10,.,2,-1,24,8
CCCNC(=O)N(C)C[C@H]1Oc2cc(-c3ccc(C)cc3)ccc2S(=O)(=O)N([C@H](C)CO)C[C@H]1C,-10,-13,-10[16.7 µM],0.5,-4,-2,-1,-5
CCc1ccccc1NC(=O)NC1CCCCC1,.,.,-1,.,1,3,-6,-4
C[C@H](CO)N1C[C@H](C)[C@H](CN(C)S(=O)(=O)c2cn(C)cn2)Oc2c(NS(=O)(=O)c3ccccc3)cccc2C1=O,47,.,-1[16.7 µM],-2.8,-2,-2,-22,-3
N#Cc1c(N2CCOCC2)nc(-c2ccco2)c2c1CCCC2,.,-2,-5,.,-2,3,3,1
COc1ccc2cc3c(N)nn(C(=O)c4ccc(Cl)c([N+](=O)[O-])c4)c3nc2c1,.,2,2,.,0,4,.,-1
CC(C)C(NC(=O)c1ccc(Cl)cc1)C(=O)NC1=NCCS1 (stereo not drawn),.,-4,2,.,-1,1,-8,0
CO[C@@H]1CN(C)C(=O)c2ccc(NS(=O)(=O)c3cn(C)cn3)cc2OC[C@H](C)N(CCC(F)(F)F)C[C@H]1C,23,5,.,-0.3,.,.,.,8
COc1ccc(C(CC(=O)c2ccc(O)cc2)S(=O)(=O)c2ccc(C)cc2)cc1 (stereo not drawn),-9,.,2,-2.0,-3,3,-13,-10
COc1ccc(-n2c(=S)[nH]c3cc(C(=O)N4CCN(c5ccccc5)CC4)ccc3c2=O)c(OC)c1,-10,-1,-7,1.1,0,1,?,10
COc1ccccc1S(=O)(=O)N1CC[C@@H]2[C@@H](CO)N(C)c3ccc(-c4ccc(F)cc4)cc3[C@@H]21,-7,2,31[16.7 µM],12*,0,0,-3,11
Cc1cccc(N(C(=O)c2csnn2)C(C(=O)NCc2ccccc2)c2ccc(C)o2)c1 (stereo not drawn),-2,3,16,-0.8,15,-5,13,-27
O=C(/C=C/c1ccc(OCCCF)cc1)NCc1ccc(Cl)c(Cl)c1,-24,.,-3,.,1,-1,.,5
CCN(CC)Cc1c(O)ccc2c(=O)c(-c3ccccc3OC)coc12,.,-2,-5,-1.3,2,-7,-5,-6
C[C@H](CO)N1C[C@H](C)[C@@H](CN(C)S(=O)(=O)c2cn(C)cn2)Oc2ccc(NC(=O)Nc3cccc4ccccc34)cc2CC1=O,-7,2,-2[16.7 µM],-4.9,0,0,35,1
CCOC(=O)C(C)Oc1cccc2c(=O)n(CC(=O)Nc3ccc(OCC)cc3)ccc12 (stereo not drawn),-14,-1,1,-4.0,0,-2,4,0
Clc1ccccc1Nc1ncnc2c1nnn2Cc1ccccc1,11,.,0,-1.3,.,.,14,-3
Cc1ccc(OCC(=O)NNC(=O)c2ccco2)c(C)c1,9,-1,.,-1.8,0,-3,0,.
CCc1nnc(NC(=O)CSc2nnc3nc(C)cc(C)n23)s1,43*,-8,.,-1.6,1,2,-4,.
Cc1ccc(-n2nc3c(=O)n(CCCC(=O)NCc4cccc(F)c4)nc(C)c3c2C)cc1,-29,2,-7,6.2,4,12,-18,-34
Cc1nc2ccc(C(=O)N/N=C/c3cc([N+](=O)[O-])ccc3O)cc2[nH]1,7,-9,1,.,0,3,.,6
CCc1cc(=O)oc2c(C)c(OC(C)C(=O)NCC3CCC(C(=O)O)CC3)ccc12 (stereo not drawn),.,.,1,0.4,-2,-1,-20,3
Cc1ccc(S(=O)(=O)N[C@H]2CC[C@H](CCNC(=O)c3ccccc3F)O[C@@H]2CO)cc1,6,.,1[16.7 µM],0.4,55,1,-8,-12
# The list continues:
SMILES,INS-1E GSIS act,FN deposit inh,miR122 inh,CFTR F508del cor,Cneo AK release,PglD DTNB,Statin myotox sup,PGC1a acetyl inh
Cc1cc(C2C(C#N)=C(N)OC3=C2C(=O)CCC3)c(C)s1 (stereo not drawn),.,0,5,.,-1,1,-2,-11
COc1cccc(-c2cn(CC[C@@H]3CC[C@@H](NC(=O)CN(C)C)[C@H](CO)O3)nn2)c1,13,0,.,-2.2,15,2,-9,7
Cc1nc2c(o1)CCc1ccccc1C2O (stereo not drawn),.,.,-5,.,-1,7,1,10
CC(=O)Nc1ccc(N2CCN(Cc3ccccc3F)CC2)cc1,.,-6,5,.,0,-16,-22,-3
Cc1ccc(S(=O)(=O)Oc2cccc([N+](=O)[O-])c2)cc1,.,3,0,4.7,1,2,-1,-13
Cc1c([C@@H]2C[C@H]3CN(Cc4cccc(Cl)c4)C(=O)[C@]34CCCN24)cnn1C,-16,-1,.,0.2,.,.,.,-12
CC/C(Cc1ccccc1)=N/NC(=O)CCn1nnc2ccccc21,1,.,2,-2.9,.,.,1,-3
CC(=O)Nc1cc(-c2ccccc2)cn2c(-c3ccc(F)cc3)cnc12,5,3,-1,-2.9,0,-6,-7,11
CC(C(=O)N1CCc2ccccc21)N1CCN(S(=O)(=O)c2ccc3c(c2)OCCCO3)CC1 (stereo not drawn),8,-13,4,4.4,-2,-4,-18,5
O=C(O)CSc1ccccn1,.,.,7,.,1,1,1,4
COCCN(Cc1ccccc1)C(=O)c1cccc(S(=O)(=O)N2CCN(Cc3ccccc3)CC2)c1,-33,1,-5,-0.9,2,3,-6,-10
CCCNC(=O)N[C@H]1CC[C@@H](CC(=O)NC2CCC2)O[C@H]1CO,24,8,5[16.7 µM],-0.8,8,13,-5,5
CCOC(=O)C1CCN(C(=O)Nc2ccc(Cl)cc2Cl)CC1,3,2,-14,-1.0,1,3,-13,-9
CCOc1ccc(CN(Cc2ccco2)S(=O)(=O)c2ccc(-n3cnnn3)c(OC)c2)cc1,-29,7,28,.,3,-4,9,-27
Cc1oc2c(CN3CCC(C)CC3)c(O)ccc2c(=O)c1-c1ccccc1,-1,6,-2,-2.8,1,-1,12,.
CO[C@H]1CN(C)C(=O)c2cc(NS(=O)(=O)CC(F)(F)F)ccc2OC[C@@H](C)N(Cc2cccnc2)C[C@@H]1C,3,.,.,0.7,88*,3,0,-6
Cc1ccc2nc(Nc3ccc(F)cc3)c3nncn3c2c1,7,3,.,-1.2,4,-1,-5,1
N/C(=N\O)c1ccc([N+](=O)[O-])s1,18,2,.,0.7,.,.,.,10
COc1ccc(CCNC(=O)c2ccccc2)cc1,4,2,-3,1.8,1,2,8,-4
O=C(CSc1ccc(-c2cccnc2)nn1)Nc1ccccc1F,.,-1,-1,0.4,0,-1,-7,.
